Bioassay records from PubChem BioAssay.
PREPL inhibitor: inhibitors of human prolyl oligopeptidase-like enzyme PREPL; recombinant PREPL, fluorescence polarization activity-based probe; actives 0.68% (n = 320,000); AID 2751; inhibition, % at 5.96 µM; Q4J6C6; in the data active = inhibition above about 43%;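 note: 0% = enzyme with DMSO and 100% = wells lacking enzyme; many of its hits are not listed in these tables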
Target sequence (Q4J6C6 whole entry, looked up): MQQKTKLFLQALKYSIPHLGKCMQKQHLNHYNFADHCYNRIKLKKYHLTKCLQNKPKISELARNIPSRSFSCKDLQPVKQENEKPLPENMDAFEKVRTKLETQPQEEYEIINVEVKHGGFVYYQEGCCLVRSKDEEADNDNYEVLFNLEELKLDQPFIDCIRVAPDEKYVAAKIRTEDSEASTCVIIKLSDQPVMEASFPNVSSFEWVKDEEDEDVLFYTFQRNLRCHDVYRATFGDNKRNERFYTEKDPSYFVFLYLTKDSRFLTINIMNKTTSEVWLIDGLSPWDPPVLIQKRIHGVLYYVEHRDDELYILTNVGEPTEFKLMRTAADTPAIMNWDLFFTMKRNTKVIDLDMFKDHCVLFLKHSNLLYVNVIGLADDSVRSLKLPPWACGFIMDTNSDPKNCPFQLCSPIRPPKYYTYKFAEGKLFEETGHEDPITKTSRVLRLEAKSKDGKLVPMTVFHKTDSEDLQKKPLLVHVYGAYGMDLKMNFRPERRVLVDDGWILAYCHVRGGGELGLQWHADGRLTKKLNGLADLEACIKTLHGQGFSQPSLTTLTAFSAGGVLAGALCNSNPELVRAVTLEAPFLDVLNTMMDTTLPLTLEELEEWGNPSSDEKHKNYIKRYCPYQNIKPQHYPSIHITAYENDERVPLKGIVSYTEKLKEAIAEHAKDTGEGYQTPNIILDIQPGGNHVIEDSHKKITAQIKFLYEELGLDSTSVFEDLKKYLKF
pPAFAH inh: inhibitors of human plasma PAF acetylhydrolase (pPAFAH); recombinant pPAFAH, FP-rhodamine probe fluorescence polarization; Q13093; inhibition, % at 3.39 µM; actives 1.5% (n = 330,000);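 active = inhibition above the mean inhibition across the screen plus 3 SD, cut at about 25% in these data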;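 note: inhibitors block binding of the rhodamine activity-based probe so polarization drops; 0% = enzyme with DMSO and 100% = wells lacking pPAFAH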
PAFAH1B3 FP inh: blocks human PAF acetylhydrolase 1B catalytic subunit 3. Q15102. recombinant PAFAH1B3, FP-rhodamine probe, fluorescence polarization. inhibition, % at 3.39 µM. actives 0.28% (n = 340,000);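 active = inhibition above the screen-wide average of all tested compounds plus 3 SD, cut at about 25% in these data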;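 note: 0% = enzyme with DMSO only and 100% = wells lacking PAFAH1B3 protein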
GSTO1 counter: counter-screen for RBBP9 inhibitors: inhibitors of human GSTO1 | inhibition, % at 5.96 µM | recombinant GSTO1, activity-based probe fluorescence polarization | P78417 | actives 1.1% (n = 300,000);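 active = inhibition above the campaign mean inhibition plus 3 SD, cut at about 35% in these data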;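 note: 0% = GSTO1-1 with DMSO and 100% = wells lacking GSTO1-1 enzyme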
Target sequence (P78417 whole entry, looked up): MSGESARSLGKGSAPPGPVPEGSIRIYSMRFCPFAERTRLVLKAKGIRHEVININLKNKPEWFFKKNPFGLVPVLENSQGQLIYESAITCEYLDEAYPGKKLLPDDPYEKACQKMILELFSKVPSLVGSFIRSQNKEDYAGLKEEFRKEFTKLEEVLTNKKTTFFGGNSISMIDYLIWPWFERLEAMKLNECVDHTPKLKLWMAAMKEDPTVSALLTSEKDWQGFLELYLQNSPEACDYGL
LYPLA2 counter: LYPLA2 (human) inhibition in PME1 counter-screen | inhibition, % at 5.9 µM | AID 2177 | actives 0.38% (n = 320,000) | recombinant LYPLA2, FP-Rh probe fluorescence polarization | O95372;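 active = inhibition above the screen-wide mean plus 3 SD, limit set per campaign, cut at about 26% in these data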;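 note: 0% = LYPLA2 with DMSO and 100% = wells lacking LYPLA2 enzyme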
LYPLA1 inh: counter-screen for PME1 inhibitors: inhibitors of human LYPLA1 | O75608 | actives 0.16% (n = 320,000) | inhibition, % at 5.9 µM | AID 2174 | recombinant LYPLA1, FP-Rh probe fluorescence polarization;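 active = inhibition above the mean of all tested compounds plus 3 SD, set per campaign, cut at about 14% in these data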;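 note: inhibitors block serine hydrolase probe labeling of LYPLA1 so polarization falls; 0% = enzyme with DMSO and 100% = wells lacking LYPLA1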
PAFAH1B2 FP inh: inhibitors of human PAFAH1B2. P68402. recombinant PAFAH1B2, FP-rhodamine activity probe, fluorescence polarization. inhibition, % at 3.39 µM. actives 1.2% (n = 340,000). AID 492953;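 active = inhibition above the mean of all tested compounds plus 3 SD, cut at about 24% in these data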;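 note: 0% = enzyme with DMSO and 100% = wells lacking PAFAH1B2; many of its hits are not listed in these tables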
PAD4 inh: PAD4 (human) enzyme inhibition. Q9UM07. recombinant PAD4, RCA probe fluorescence polarization. inhibition, % at 6.36 µM. actives 0.41% (n = 330,000);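 active = percent inhibition above a cutoff equal to the mean of all tested compounds plus 3 SD, cut at about 15% in these data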;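 note: 0% = PAD4 with RCA probe and DMSO and 100% = probe without PAD4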
PAFAH2 inh: inhibitors of human PAFAH2; recombinant PAFAH2, FP-rhodamine activity probe, fluorescence polarization; inhibition, % at 3.39 µM; actives 0.99% (n = 340,000); AID 492956;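 active = inhibition above the mean over all tested compounds plus 3 SD, cut at about 30% in these data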;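 note: inhibitors block probe labeling of enzyme so polarization drops; 0% = enzyme with DMSO and 100% = wells lacking PAFAH2 protein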
An asterisk follows results filed as active; nt = no result given. An excerpt; rates above refer to the full screens.

SMILES | PREPL inhibitor | pPAFAH inh | PAFAH1B3 FP inh | GSTO1 counter | LYPLA2 counter | LYPLA1 inh | PAFAH1B2 FP inh | PAD4 inh | PAFAH2 inh
CCn1c(CC(=O)Nc2ccc(F)cc2)nnc1SCC(=O)NC1CCCC1 | 6 | 1 | -2 | 1 | 1 | 2 | 2 | 2 | 5
S=c1[nH]nc(C2CCCCC2)n1/N=C/C=C/c1ccccc1 | 21 | 3 | 6 | -7 | 3 | -1 | 7 | -6 | 3
Cc1ccc(O)c(NC(=O)CSc2n[nH]c(C)c2[N+](=O)[O-])c1 | 2 | 0 | 1 | -2 | 6 | 3 | 6 | -4 | -1
O=C(CNC(=O)c1ccncc1)N/N=C/c1cc(Br)ccc1OCc1ccccc1 | -25 | 12 | 0 | -17 | 1 | -7 | 1 | 3 | 4
O=C(CN1C(=O)NC2(CCCC2)C1=O)NCCc1ccc(Cl)cc1Cl | -2 | 0 | 5 | nt | 3 | 1 | 7 | 1 | 5
Cc1nnc(SCC(=O)NCCC2=CCCCC2)[nH]c1=O | 1 | 6 | 11 | nt | nt | nt | 21 | 0 | 10
CCOC(=O)c1cnc2c(ccc3ccccc32)c1NCCN(C)C | 3 | 8 | -3 | 0 | -5 | 1 | 6 | 2 | 0
CCOC(=O)C(=CNc1cc(C)ccc1C)C(=O)OCC | -2 | 5 | 3 | -6 | 6 | 0 | -8 | 4 | -8
CCOC(=O)C1=C(CS(=O)(=O)c2ccccc2)NC(=O)NC1c1ccc(OC)c(OC)c1 (centres undefined) | 7 | -3 | 1 | 1 | -1 | 0 | 2 | 1 | 2
COc1ccc(CC(=O)NCc2nnc(SCCOc3ccccc3)n2C)cc1 | 6 | -1 | 0 | 7 | -1 | -1 | 6 | 3 | 4
CCOC(=O)c1c(NC(=O)CC)sc(C(=O)NC2CCCC2)c1C | -11 | 11 | 8 | -2 | 1 | 1 | 2 | -3 | -1
Cc1ccc([N+](=O)[O-])c(-c2n[nH]c(=S)n2-c2cccc(Cl)c2)c1 | 22 | 3 | 10 | 2 | 0 | 1 | 31* | 2 | 5
O=C(COc1ccc2ccc(=O)oc2c1)N1CCc2ccccc21 | -5 | -7 | 9 | 15 | -1 | 0 | 2 | -2 | 2
Cc1nn(Cc2cccc(C(=O)NC3CCCCC3)c2)c(C)c1Cl | 4 | 3 | 13 | 2 | -6 | -4 | 3 | 1 | 4
Cc1cc(C)cc(NS(=O)(=O)c2c(C(=O)N3CCCCCC3)c(C)n(C)c2C)c1 | 19 | 7 | 1 | -2 | -1 | -2 | -1 | -2 | -7
Cc1ccc(S(=O)(=O)NC(C)C(=O)N2CCOCCOCCOCC2)cc1 (centres undefined) | 1 | 3 | 4 | 1 | 0 | -1 | 4 | 2 | -4
CCn1cc(/C=N/NS(=O)(=O)c2ccc(C)cc2)c(C)n1 | -19 | 4 | 0 | 0 | 2 | 3 | -3 | 0 | -2
CCc1ccc(N2CC(C(=O)Nc3cccc(C(=O)NC4CC4)c3)CC2=O)cc1 (centres undefined) | 14 | -4 | 4 | nt | -6 | -5 | 2 | -1 | -3
Cc1ccc2[nH]c(O)c(N=NC(=O)C(C)n3cnc4ccccc4c3=O)c2c1 (centres undefined) | -1 | 2 | 4 | 3 | 8 | 4 | -3 | -2 | 1
CCOc1ccc(-n2nnnc2SCC(=O)c2ccccc2)cc1 | -14 | 5 | 4 | 0 | 20 | -1 | 2 | 0 | -4
CC(C)Oc1ccc(CC(=O)NNC(=S)Nc2ccc(Br)cc2)cc1 | -2 | 6 | 6 | 7 | 1 | -1 | 17 | 3 | 14
C=CCN1C(=O)CN=C1Nc1ccc(F)cc1 | -3 | 0 | 6 | 1 | -2 | 1 | 1 | -3 | 3
CCc1cc(=O)oc2cc(C)cc(OC(C)C(=O)NCCCN3CCCC3=O)c12 (centres undefined) | 0 | 4 | 5 | 1 | 9 | 0 | 4 | -2 | -5
CS(=O)(=O)c1cc([N+](=O)[O-])c(Sc2nc3ccccc3[nH]2)c([N+](=O)[O-])c1 | 28 | -2 | 10 | 29 | 4 | 2 | 0 | 3 | -6
CCOc1ccc([C@@H]2CC=C(C(=O)O)CN2S(=O)(=O)c2ccc(C)cc2)cc1 | 0 | 2 | 0 | 8 | -4 | -2 | 18 | 2 | 7
Cc1ccsc1C(=O)N/N=C/c1ccc2c(c1)OCO2 | 2 | 5 | 2 | 2 | 8 | 1 | -4 | -6 | 4
Cc1ccc(OCC(=O)c2cc(C)n(Cc3ccco3)c2C)c([N+](=O)[O-])n1 | 7 | 6 | 4 | 8 | 11 | 0 | 7 | 2 | 4
O=C(COC(=O)CNC(=O)c1ccc(Cl)cc1Cl)Nc1cccc(S(=O)(=O)N2CCCC2)c1 | 1 | 30* | 4 | 9 | 2 | 1 | 1 | 0 | 4
CCN(CC)S(=O)(=O)c1ccc(NC(=O)c2cc(-c3cccs3)nc3ccccc23)cc1 | 2 | 0 | -4 | -8 | -52 | -19 | -1 | 0 | -23
CCn1c2ccccc2c2cc(NC(=O)CSc3nnc(-c4cccc(Cl)c4)o3)ccc21 | 8 | 2 | -8 | 16 | -2 | -5 | 0 | -7 | -11
COC(=O)C1CN(C(=O)COc2cc(C)cc(C)c2)c2ccccc2O1 (centres undefined) | 5 | -5 | 2 | 2 | -3 | 1 | -3 | -5 | -8
Cc1ccc(-c2cc(C(F)(F)F)c(C#N)c(SCCC#N)n2)o1 | 5 | 7 | 0 | -6 | -2 | -2 | -4 | 1 | -8
CSc1ncc(CNc2cc([N+](=O)[O-])ccc2C)c(N)n1 | -1 | 8 | 14 | -2 | 6 | 1 | -4 | -6 | -6
O=C(Cn1c(=O)sc2ccccc21)Nc1ccccc1C(=O)O | 8 | -3 | 4 | -5 | -2 | 0 | 5 | -1 | -2
CC(C)N(C(=O)C1CC(=O)OC12CCCCC2)C(C)C (centres undefined) | 5 | 5 | 4 | 4 | 2 | -1 | 7 | 2 | 1
CCOC(=O)/C=C/C(=O)Nc1ccc(Oc2ccccc2)cc1 | 4 | 10 | -2 | 8 | 4 | -5 | 1 | 2 | -3
Cn1nnnc1SCC(=O)NCc1cccc(C(=O)O)c1 | 3 | -2 | 1 | -1 | -1 | 6 | 1 | -1 | 0
C=CCNC(=O)c1ccc(Cn2c(=S)[nH]c3cc4c(cc3c2=O)OCO4)cc1 | -2 | 0 | -5 | -2 | -5 | -12 | -5 | -8 | -2
CCOC(=O)C1=C(COC(=O)CCc2ccc(CC)cc2)NC(=O)NC1C (centres undefined) | -3 | 4 | 6 | nt | 0 | 2 | 7 | -5 | 10
COc1cccc(CNC(=O)C2CCCN2S(=O)(=O)c2ccc3c(c2)C(C)(C)C(=O)N3C)c1 (centres undefined) | -1 | -2 | 2 | 9 | -6 | -1 | -2 | 1 | 1
NS(=O)(=O)c1ccc(-c2ccc(/C=C3\SC(=O)NC3=O)o2)cc1 | -2 | 14 | 3 | 5 | 0 | 6 | 5 | -2 | 5
CCCC(=O)Nc1ccc(Cl)c(NC(=O)c2cccc(OC)c2)c1 | 3 | 5 | 14 | 1 | -1 | 0 | 8 | -5 | 0
COC(=O)C(c1cc(OC)c(O)c(OC)c1)(N1CCNC(C)C1)C(F)(F)F (centres undefined) | 9 | -3 | 4 | 5 | 4 | 4 | 8 | -1 | 3
CCCCCc1nc2c(c3c1CCCC3)CCCC2 | 1 | -1 | nt | -3 | 7 | 1 | nt | -5 | nt
COc1ccc(OCCOC(=O)c2nc3nccc(C)n3n2)cc1 | 4 | 1 | -5 | 3 | 3 | 1 | 5 | 4 | -6
Cc1cc(Br)ccc1NC(=O)CN(C)Cc1cccs1 | -8 | 4 | 2 | 1 | 7 | -3 | 4 | 2 | -4
COc1ccc(N2C(=O)CC(Sc3ccccc3C(=O)O)C2=O)c([N+](=O)[O-])c1 (centres undefined) | -3 | 5 | 7 | 8 | 0 | -1 | 3 | 13 | 9
O=[N+]([O-])c1ccccc1S(=O)(=O)c1ccccc1[N+](=O)[O-] | -6 | 5 | 10 | 7 | -1 | 0 | 8 | -1 | 2
Cc1ccc(C(c2nnnn2CC2CCCO2)N2CCN(C)CC2)cc1 (centres undefined) | 7 | 6 | 16 | -4 | -5 | 0 | 0 | -2 | -3
COC(=O)/C=C1/N/C(=N\c2nc(C)cc(C)n2)N(c2ccc(Cl)cc2)C1=O | -3 | 0 | 7 | -8 | -2 | -2 | 2 | -4 | 11
CCc1cc2cc3c(cc2nc1SCC(=O)OC(C)C)OCO3 | 10 | -1 | 4 | 2 | 2 | 2 | -1 | -3 | -7
CN(C)C(=S)c1ccc2ccccc2n1 | -20 | 7 | 2 | -1 | 8 | 7 | -3 | -2 | 1
O=C(O/N=C\c1ccc(N2CCCCC2)c([N+](=O)[O-])c1)c1c(F)cccc1F | 36 | 11 | 9 | 1 | 13 | -2 | 4 | -1 | 0
CCCc1cc(=O)[nH]c(SCc2ccccc2Cl)n1 | -10 | 6 | -4 | -7 | -4 | 0 | 7 | 2 | 25
Cc1nnc(-c2cnn(C)c2N)n1CCCN1CCOCC1 | 3 | 5 | -3 | 20 | 3 | 1 | 3 | -1 | -1
COc1ccc(/C(N)=N/OC(=O)Oc2ccccc2)cc1OC | -2 | 4 | 1 | 2 | 1 | -2 | 6 | 1 | -9
O=C(CN1C(=O)NC2(CCCC2)C1=O)Nc1cc(Cl)ccc1Oc1ccccc1 | -1 | 8 | 1 | nt | -6 | -5 | 13 | -3 | 3
CCOC(=O)C(NCc1ccc2c(c1)OCO2)(NC(=O)CC)C(F)(F)F (centres undefined) | -4 | 3 | 5 | -2 | -3 | 0 | -3 | -5 | -12
CCOC(=O)c1cc2occc2n1CC(=O)N1CCOCC1 | 6 | -1 | -1 | 1 | -5 | 0 | 1 | 2 | -3
CC(C)c1nc(SCC(=O)NC(=O)NC(C)(C)C)n[nH]1 | 0 | 4 | 0 | 4 | -2 | 4 | 3 | 1 | -7

Quoted from the listing:
Under PAFAH1B2 FP inh, O=[N+]([O-])c1ccccc1S(=O)(=O)c1ccccc1[N+](=O)[O-] has 8
Under PREPL inhibitor, CC(C)c1nc(SCC(=O)NC(=O)NC(C)(C)C)n[nH]1 has 0

The list continues:
SMILES | PREPL inhibitor | pPAFAH inh | PAFAH1B3 FP inh | GSTO1 counter | LYPLA2 counter | LYPLA1 inh | PAFAH1B2 FP inh | PAD4 inh | PAFAH2 inh
COc1ccccc1CNC(=O)CN1C(=O)NC2(CCCc3sccc32)C1=O (centres undefined) | 3 | 0 | 11 | nt | 4 | -4 | -2 | -4 | 4
CCCCNC(=O)c1ccc(NC(C)=O)c(Cl)c1 | 2 | 2 | 5 | -4 | 0 | 0 | -1 | 2 | -4
COc1cccc(O)c1CN1CCC(Oc2ccc(C(=O)NCc3ccccn3)cc2)CC1 | -2 | 5 | 4 | 2 | 8 | 2 | -1 | 0 | 6
CCOC(=O)c1ccccc1NS(=O)(=O)c1ccccc1 | -11 | 2 | 6 | 0 | 1 | 1 | -1 | 1 | 6
CC(C)COC(=O)c1cccc2c1-c1ccccc1/C2=N\O | -10 | -16 | -16 | 19 | -38 | -28 | -7 | 0 | -24
CCN1C(=O)CSC1=Nc1ccc(C(=O)O)cc1 | 11 | -5 | -1 | 3 | -3 | 1 | 11 | 1 | -2
